NR1D1 modulator: modulates human Rev-erb alpha binding to DNA | activity, % at 10 µM | AID 1259318 | P20393 | hit rate 0.79% among 370,000 | Rev-erbα–FITC-DNA binding, fluorescence polarization, 90 min;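 active = activity above about 14%, limit read from the data; passing the limit was not always enough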;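 also: 0% = DMSO wells with 35 nM protein and 100% = DMSO wells with 750 nM protein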
HGIII-sPLA2 inh: Blocks human group III sPLA2 activity. Q9NZ20. QFRET BODIPY PC-A2 liposome hydrolysis, fluorescence. inhibition, % at 12.2 µM. hit rate 0.56% among 370,000. AID 743126;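 active = inhibition above mean plus 3 SD of compounds lying within the high and low control bounds, cut at about 19% in these data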;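 also: 0% = median of test compound wells and 100% = no enzyme DMSO wells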
PLCg1 inh: PLC-gamma1 (human) inhibition, primary screen; inhibition, % at 12.2 µM; P19174; purified PLC-gamma1, fluorogenic substrate, fluorescence; hit rate 0.84% among 370,000; in the data active = inhibition above about 9.5%
proKLK7 act: proKLK7 (human) activation, primary screen; P49862; purified proKLK7, EDANS-DABCYL substrate fluorescence; 100% is mature enzyme control, 0% vehicle; activation, % at 7 µM; hit rate 0.9% among 370,000;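 active = activation above the mean of all tested compounds plus 3 SD, computed per campaign excluding outliers beyond control limits, cut at about 13% in these data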
Target sequence (P49862 whole entry, looked up): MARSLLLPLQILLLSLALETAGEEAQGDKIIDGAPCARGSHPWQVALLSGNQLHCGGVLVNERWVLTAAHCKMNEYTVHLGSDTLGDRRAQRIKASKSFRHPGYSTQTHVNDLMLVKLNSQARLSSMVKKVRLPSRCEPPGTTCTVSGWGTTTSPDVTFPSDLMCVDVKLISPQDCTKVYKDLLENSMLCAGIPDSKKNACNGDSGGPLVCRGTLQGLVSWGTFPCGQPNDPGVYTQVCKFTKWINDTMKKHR
PLCb3 inh: inhibitors of human phospholipase C beta3 | Purified PLC-beta3, fluorogenic substrate, fluorescence | hit rate 0.18% among 370,000 | AID 720704 | inhibition, % at 12.2 µM | Q01970; in the data active = inhibition above about 11%;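 also: 0% = median of compound wells on plate and 100% = full blocker control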
ASAP1 GAP inh: blocks human ASAP1-stimulated Arf1 GTP hydrolysis. Q9ULH1. GDP FP detection. inhibition, % at 16.5 µM. hit rate 0.19% among 360,000. AID 624377; in the data active = inhibition above about 25%;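 also: 0% = vehicle with enzyme and substrate and 100% = no enzyme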
Tn6 DDE FP: inhibitors of Tn6 peptide binding to human fibrin DD(E). inhibition, % at 8.3 µM. AID 720509. hit rate 0.21% among 370,000. P02675. Fibrin DD(E) TRITC-Tn6 fluorescence polarization displacement;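 active = inhibition above a per-campaign cutoff: mean of compounds within control limits plus 3 SD, cut at about 15% in these data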;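 also: 0% = median of all compound wells on the plate and 100% = blocking peptide control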
Target sequence (P02675 whole entry, looked up): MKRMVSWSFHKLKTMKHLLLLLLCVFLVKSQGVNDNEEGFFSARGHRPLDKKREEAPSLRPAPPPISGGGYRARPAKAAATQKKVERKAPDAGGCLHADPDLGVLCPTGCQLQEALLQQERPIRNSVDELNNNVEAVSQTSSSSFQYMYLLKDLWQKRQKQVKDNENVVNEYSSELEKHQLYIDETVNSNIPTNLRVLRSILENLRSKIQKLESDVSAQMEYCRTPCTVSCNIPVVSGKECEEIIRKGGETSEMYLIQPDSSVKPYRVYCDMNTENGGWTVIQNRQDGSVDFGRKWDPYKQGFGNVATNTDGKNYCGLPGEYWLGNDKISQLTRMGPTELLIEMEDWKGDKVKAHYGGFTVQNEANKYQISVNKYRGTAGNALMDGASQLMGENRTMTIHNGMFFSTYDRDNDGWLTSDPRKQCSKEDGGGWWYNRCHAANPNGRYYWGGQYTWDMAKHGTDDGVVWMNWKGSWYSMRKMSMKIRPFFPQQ
Tn7 DDE FP: DD(E)-Tn7 binding inhibition, primary FP screen | P02675 | FP displacement of FITC-Tn7 peptide from fibrin DD(E); 0% = median of compound wells per plate | inhibition, % at 8.3 µM | hit rate 0.13% among 370,000 | AID 720508;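 active = inhibition above the mean of compounds falling within the control limits plus 3 SD of them, cut at about 14% in these data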;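 also: 0% = plate median of compound wells and 100% = 10 µM Aha-Tn7 peptide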
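Assay system: human fibrin DD(E) protein / Input: 2 µM fibrin DD(E) / Benchmarks: high control of 10 µM Aha-Tn7 peptide / Measured by: fluorescence polarization of the labelled Tn7 tracer / Medium: Tris buffer with calcium and detergent, pH 7.8 / Timing: 10 min compound pre-incubation, 3 h probe incubation at room temperature / Repeats: one replicate per compound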
ARFGAP1 inhibitor: rat ARFGAP1 inhibition; Q62848; Arfgap1-stimulated ARF1 GTP hydrolysis, GDP FP detection; inhibition, % at 16.5 µM; hit rate 0.26% among 360,000; AID 651572;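 active = inhibition above a per-plate limit, mean inhibition of low control wells plus 3 SD, cut at about 25% in these data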;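 also: 0% = DMSO wells with enzyme and 100% = wells lacking Arfgap1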
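Assay system: purified rat His6-Arfgap1 residues 1-136 (GAP domain); Reagent: human Δ17 ARF1 bound to GTP; Dosing: 16.5 µM single point, 1.26% DMSO; Times: GTP hydrolysis reaction 2 h at 25 °C; Signal: FP, GDP Alexa 633 tracer displaced from anti-GDP antibody, 620/688 nm; Measure: % inhibition from polarization.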
UHRF1 MBD2 ctr: human UHRF1 methylated DNA binding inhibitors. Q96T88. UHRF1 binding to methylated oligo, TR-FRET. inhibition, % at 4.4 µM. hit rate 0.75% among 370,000. AID 687016; in the data active = inhibition above about 21%;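 also: UHRF1 SRA domain binding a hemimethylated CpG hairpin DNA probe; 0% = median of test compound wells and 100% = reference inhibitor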
* marks the source's active call; other numbers are inactive results; x = no result given.

NR1D1 modulator | HGIII-sPLA2 inh | PLCg1 inh | proKLK7 act | PLCb3 inh | ASAP1 GAP inh | Tn6 DDE FP | Tn7 DDE FP | ARFGAP1 inhibitor | UHRF1 MBD2 ctr | SMILES
-9 | 1 | 1 | 0.3 | 2 | x | -6 | 2 | x | 2 | COC(=O)[C@]12C[C@H](CC(=O)N3CCC(c4ccccc4)CC3)C(=O)N(Cc3cccc4ccccc34)C1=C[C@H](C(C)(C)C)O[C@@H]2C
-2 | -1 | -2 | 0.5 | 2 | -3 | -1 | 0 | -4 | 2 | COc1ccc(N(CC(=O)NC2CC3CCC2C3)S(=O)(=O)c2ccc(C)cc2)cc1OC (centres undefined)
-10 | -76 | 0 | -0.1 | 1 | -1 | -3 | 2 | 7 | -2 | Cc1ccc(-c2ccc(CN3C(CC(C)C)C(=O)N(Cc4cn(CCC5OCCO5)nn4)CCS3(=O)=O)cc2)cc1 (centres undefined)
4 | 10 | 3 | -0.5 | -3 | 1 | 6 | -3 | -17 | 3 | O=C(NCc1n[nH]c(=S)n1-c1ccc(Cl)c(Cl)c1)c1ccco1
2 | 2 | 0 | 0.2 | -1 | -10 | -2 | 4 | -2 | 2 | CCOCCCNC(=O)C(NC(=O)c1ccc(NC(C)=O)cc1)c1ccccc1 (centres undefined)
-1 | -6 | -2 | -0.3 | -6 | -10 | 3 | 6 | 20 | 1 | CCc1sc(C(=O)Nc2ncccc2O)cc1C
-5 | -1 | -2 | -0.4 | -5 | -3 | 0 | 4 | 15 | -2 | COCc1cc(C)nc(SCC[N+](C)(C)CC(=O)Nc2ccccc2)c1C#N
-3 | 1 | -15 | 1.0 | -19 | -6 | -6 | -1 | -2 | 2 | CC(Oc1ccccc1)C(=O)N1CCC2(CC1)CC(=O)c1ccccc1O2 (centres undefined)
8 | -1 | 2 | -0.4 | -7 | -7 | 6 | 2 | -16 | 0 | Cc1nn(C)c(C)c1CCC(=O)N1CCCC(N2CCN(c3ccc(F)cc3)CC2)C1 (centres undefined)
-6 | 15 | 3 | -0.2 | 2 | x | -1 | -5 | x | 1 | S=C(NCC1CCCCC1)OC1CCC12CCC(c1ccccc1)CC2 (centres undefined)

Only Tn6 DDE FP, for some of the entries so far:
Structure | Tn6 DDE FP
Cc1nn(C)c(C)c1CCC(=O)N1CCCC(N2CCN(c3ccc(F)cc3)CC2)C1 (centres undefined) | 6
COC(=O)[C@]12C[C@H](CC(=O)N3CCC(c4ccccc4)CC3)C(=O)N(Cc3cccc4ccccc34)C1=C[C@H](C(C)(C)C)O[C@@H]2C | -6
COCc1cc(C)nc(SCC[N+](C)(C)CC(=O)Nc2ccccc2)c1C#N | 0
CCc1sc(C(=O)Nc2ncccc2O)cc1C | 3

(further entries)
NR1D1 modulator | HGIII-sPLA2 inh | PLCg1 inh | proKLK7 act | PLCb3 inh | ASAP1 GAP inh | Tn6 DDE FP | Tn7 DDE FP | ARFGAP1 inhibitor | UHRF1 MBD2 ctr | SMILES
2 | -8 | 2 | 0.5 | 2 | 2 | -1 | 2 | 3 | -5 | CCn1cnc2sc(C(=O)N3CCN(Cc4ccc5c(c4)OCO5)CC3)c(C)c2c1=O
2 | 5 | 2 | -0.2 | 2 | 21 | -8 | 1 | 2 | 2 | O=C(Cn1cc2c(n1)CCCC2)NCC1CCCO1 (centres undefined)
4 | 2 | 2 | -0.7 | 1 | -7 | 0 | -6 | -12 | 1 | COC(=O)C(C)(C)ONC(=O)Nc1ccc([N+](=O)[O-])cc1
-5 | 9 | 3 | -0.3 | -2 | 0 | -2 | 6 | 5 | 1 | Cc1cc(Cl)ccc1NC(=S)N1CCN(C(=O)C2CCCO2)CC1 (centres undefined)
11 | -2 | 5 | 0.5 | -5 | -2 | -4 | -1 | -1 | 0 | Cn1c(SCC(=O)NCCc2ccccc2)ncc(C(=O)Nc2ccc(F)cc2)c1=O
4 | 8 | -31 | -0.3 | -37 | 7 | -1 | -2 | 4 | -3 | COc1ccc2c(c1)NC(C)(C)C=C2C
7 | -3 | 1 | 0.0 | -1 | -3 | -4 | 3 | -9 | -1 | Cc1noc(C)c1C(=O)OCC(=O)c1c(N)n(CC(C)C)c(=O)n(C)c1=O
-3 | 16 | -1 | -0.1 | -8 | -3 | -8 | 7 | 8 | 1 | CCOC(=O)C1=C(c2ccccc2)NC(=O)NC1c1cc(OC)c(OC)c(OC)c1 (centres undefined)
-1 | 1 | 1 | 0.8 | -1 | -4 | 6 | 3 | -3 | 1 | CN(CCc1ccccn1)C(=O)Nc1cccc(Cl)c1
4 | 3 | 5 | 0.5 | 1 | 8 | -2 | -1 | -4 | 1 | Cc1cc(=S)cc(C)n1CCO
0 | 6 | -306 | -0.7 | -419 | -7 | -1 | 3 | 17 | -4 | NC(=O)c1sc2nccc(Nc3ccccc3)c2c1N

By substructure: those above with an aryl thioether with sulfur outside any ring.
NR1D1 modulator | HGIII-sPLA2 inh | PLCg1 inh | proKLK7 act | PLCb3 inh | ASAP1 GAP inh | Tn6 DDE FP | Tn7 DDE FP | ARFGAP1 inhibitor | UHRF1 MBD2 ctr | SMILES
-5 | -1 | -2 | -0.4 | -5 | -3 | 0 | 4 | 15 | -2 | COCc1cc(C)nc(SCC[N+](C)(C)CC(=O)Nc2ccccc2)c1C#N
11 | -2 | 5 | 0.5 | -5 | -2 | -4 | -1 | -1 | 0 | Cn1c(SCC(=O)NCCc2ccccc2)ncc(C(=O)Nc2ccc(F)cc2)c1=O

3 structures from above, sorted by count of non-hydrogen atoms, falling.
NR1D1 modulator | HGIII-sPLA2 inh | PLCg1 inh | proKLK7 act | PLCb3 inh | ASAP1 GAP inh | Tn6 DDE FP | Tn7 DDE FP | ARFGAP1 inhibitor | UHRF1 MBD2 ctr | SMILES
2 | -8 | 2 | 0.5 | 2 | 2 | -1 | 2 | 3 | -5 | CCn1cnc2sc(C(=O)N3CCN(Cc4ccc5c(c4)OCO5)CC3)c(C)c2c1=O
7 | -3 | 1 | 0.0 | -1 | -3 | -4 | 3 | -9 | -1 | Cc1noc(C)c1C(=O)OCC(=O)c1c(N)n(CC(C)C)c(=O)n(C)c1=O
4 | 8 | -31 | -0.3 | -37 | 7 | -1 | -2 | 4 | -3 | COc1ccc2c(c1)NC(C)(C)C=C2C

High-throughput results from PubChem BioAssay.

The order is random; overall some 4.5% were active at least once.
